GPR55 antagonists: GPR55 antagonists blocking LPI-driven arrestin recruitment, primary screen, imaging, U2OS, beta-arrestin-GFP, LPI agonist (AID 2013) | U2OS GPR55 beta-arrestin-GFP translocation imaging, LPI antagonism; higher % means a stronger effect | G-protein coupled receptor 55 (Homo sapiens) | inhibition, % at 10 µM; hits with a dose series show IC50 in µM | hit rate 0.13% among 290,000;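 active means spots per cell inhibited over 60%, with over 100 cells counted and total cytoplasm intensity under 500,000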;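 further: U2OS cells stably carrying GPR55 and arrestin-GFP stimulated by 5 µM LPI near EC80; imaged beta-arrestin-GFP aggregate spots per cell after agonist stimulation; plate controls were LPI-stimulated DMSO wells for no effect and DMSO wells without LPI for full effect; some results filed as inactive read as strong as hits; confirmed hits need IC50 under 10 µM and bright autofluorescent wells are also inconclusive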
GPR35 antagonists: GPR35 antagonists blocking zaprinast-driven arrestin recruitment, primary screen, imaging, U2OS, beta-arrestin-GFP, zaprinast agonist (AID 2058) | U2OS GPR35 beta-arrestin-GFP translocation imaging, zaprinast antagonism; higher % means a stronger effect | G-protein coupled receptor 35 (Homo sapiens) | one-dose inhibition, % at 10 µM; IC50 in µM for titrated hits | hit rate 0.052% among 290,000;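 active means inhibition of at least 50% with at least 30 cells and total cytoplasm GFP at most 10,000,000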
NOD1 inhibition: NOD1 signaling inhibitors, primary screen, cell-based, luminescence, uHTS (AID 1578). NOD1-driven NF-kB luciferase reporter cells, luminescence; higher % means a stronger effect. inhibition, % at 4 µM, or EC50 in µM where a hit was titrated. hit rate 1% among 290,000; in the data active means inhibition mostly above about 36%, no sharp cut-off; inactive means mostly below about 34%;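 further: HEK-293T reporter cells stimulated with the NOD1 agonist gamma-tri-DAP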
Siah-1 displacement: Siah-1 peptide-binding antagonists, primary screen, biochemical, fluorescence polarization, rhodamine-plectin, uHTS (AID 1817); E3 ubiquitin-protein ligase SIAH1 (Homo sapiens); Siah-1 / rhodamine-plectin peptide fluorescence polarization; higher % means a stronger effect; displacement, % at 20 µM; hits with a dose series show IC50 in µM; hit rate 0.02% among 290,000;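 active means displacement of at least 50% at 20 µM, with a fluorescence ratio check between 0.3 and a set limit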;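 further: plate controls were Siah plus tracer with DMSO for no effect and tracer alone without Siah for full effect; strong numbers were not always called active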
HIV peptide binding: inhibitors of HIV fusion peptide binding, primary screen, biochemical, uHTS, fluorescence dequenching (AID 1986). hit rate 0.3% among 290,000. inhibition, % at 20 µM, or IC50 in µM where a hit was titrated. cell-free peptide binding, fluorescence dequenching, 30 min; higher % means a stronger effect; in the data active means inhibition mostly above about 52%, no sharp cut-off; inactive means mostly below about 76%; further: some results filed as inactive read as strong as hits
AID2073: inhibitors of Mint1-CaV2.2 protein interaction, biochemical, HTRF (AID 2073); HTRF protein-protein interaction, Mint1-CaV2.2; higher % means a stronger effect; one-dose inhibition, % at 20 µM; IC50 in µM for titrated hits; hit rate 0.19% among 290,000; in the data active means inhibition mostly above about 51%, no sharp cut-off; further: some results filed as inactive read as strong as hits
KOR beta-arrestin-1: KOR antagonists, beta-arrestin recruitment, cell-based, luminescence, uHTS (AID 1778). Kappa-type opioid receptor (Homo sapiens). KOR beta-arrestin recruitment, luminescence, antagonist mode; higher % means a stronger effect. one-dose inhibition, % at 10 µM; IC50 in µM for titrated hits. hit rate 0.091% among 290,000; in the data active means inhibition above about 50%; further: strong numbers were not always called active
GPR55 beta-arrestin: GPR55 agonists via beta-arrestin recruitment, primary screen, imaging, U2OS cells, beta-arrestin-GFP redistribution (AID 1961) | G-protein coupled receptor 55 (Homo sapiens) | U2OS GPR55 beta-arrestin-GFP redistribution imaging; higher % means a stronger effect | one-dose activation, % at 10 µM; EC50 in µM for titrated hits | hit rate 0.048% among 290,000;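 active means activation above 40% with more than 50 cells counted in the well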;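 further: U2OS osteosarcoma cells stably expressing GPR55 and beta-arrestin-GFP; plate controls were DMSO negative control for no effect and LPI positive control for full effect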
KOR beta-arrestin-2: KOR agonists, beta-arrestin recruitment, primary screen, cell-based, luminescence, uHTS (AID 1777); KOR beta-arrestin recruitment, luminescence; higher % means a stronger effect; activation, % at 10 µM; hits with a dose series show EC50 in µM; hit rate 0.02% among 280,000; in the data active means activation above about 50%, passing the limit was not always enough; further: a part of the inactive calls stands beside numbers as strong as those of hits
The depositor's hits bear a star; . = no result given; [ ] = remark or other dose. Only part of the results is shown; count on the stated rates, not on these rows.

Values run as follows: GPR55 antagonists	GPR35 antagonists	NOD1 inhibition	Siah-1 displacement	HIV peptide binding	AID2073	KOR beta-arrestin-1	GPR55 beta-arrestin	KOR beta-arrestin-2
- O=C(COc1ccccc1)N1CCN(CC2CC3C=CC2C3)CC1 (stereo not drawn)
  4%	5%	-19%	18%	0.7%	13%	25%	-0.2%	9.6%
- CCC(=NCCO)c1c(O)n(-c2ccc(Cl)cc2)c(=O)[nH]c1=O
  -2%	0%	5%	-7%	0.4%	-6%	-8%	-0.3%	-4.6%
- O=C(NCc1ccc(C(=O)N2CCC3(CC2)OCCO3)cc1)c1cccc(Br)c1
  10%	8%	23%	-2%	7.8%	22%	6%	-0.1%	-2.0%
- COc1ccccc1CCNC1CCCCCC1
  2%	-5%	-18%	3%	-0.1%	12%	-32%[20 µM]	0.7%	-2.0%
- COc1cc(/C=C2\CCC/C(=C\c3ccc(O)c(OC)c3)C2=O)ccc1O
  -12%	-12%	4.9µM*	7%	0.9%	-2%	-74%	-0.2%	7.3%
- CC1(C)C(C(=O)N2CCN(C(=O)c3ccccc3)CC2)C1(C)C
  16%	-1%	3%	0%	2.4%	0%	12%	-0.1%	-3.1%
- CC(=O)N1CC(=O)Nc2ccc(F)cc2C1c1ccccc1 (stereo not drawn)
  2%	-5%	0%	-6%	-0.8%	16%	1%	-0.3%	-6.5%
- C=CCn1c(O)c(C(C)=Nc2ccc(C(=O)OCC)cc2)c(=O)[nH]c1=O
  6%	16%	12%	2%	-3.5%	35%	-100%	-0.1%	-1.8%
- NP(=O)(OCC(F)(F)F)Oc1ccc(Cl)cc1 (stereo not drawn)
  19%	5%	10%	4%	-0.3%	-5%	15%	-0.3%	6.4%
- O=c1[nH]c(=O)n(Cc2ccco2)c(O)c1C=NCc1cccs1
  -4%	12%	-15%	-6%	1.1%	19%	-2%	0.1%	0.9%
- Clc1ccc(COC(Cn2ccnc2)c2ccc(Cl)cc2Cl)c(Cl)c1 (stereo not drawn)
  37%	-4%	4%	-3%	-4.6%	31%	21%	0.1%	8.9%
- Cc1ccc2c(c1)C1CN(C)CCC1N2C(=O)Nc1cccc(C(F)(F)F)c1 (stereo not drawn)
  5%	-14%	-26%	3%	-2.7%	-1%	.	0.4%	.
- CCN(CC)CCN=C(C)c1c(O)n(-c2ccccc2OC)c(=O)[nH]c1=O
  0%	4%	14%	-1%	-2.5%	-3%	15%	-1.0%	-0.9%
- COCCOC(=O)c1c(C)n(C)c2ccc(OC(=O)N(C)C)cc12
  31%	11%	-5%	2%	-0.2%	3%	-8%	0.2%	-1.4%
- CCOc1ccc(-n2c(O)c(C=Nc3ccc(NC(C)=O)cc3)c(=O)[nH]c2=O)cc1
  -1%	10%	-7%	12%	0.9%	-4%	-10%	-0.1%	7.4%
- CCC(=Nc1ccc(OC)cc1OC)c1c(O)[nH]c(=O)[nH]c1=O
  6%	-6%	-16%	2%	-0.6%	-11%	-3%	-0.2%	-8.5%
- CC1=NN(Cc2c[nH]c3ccccc23)C(C)(C)C1
  13%	3%	-22%	1%	-1.0%	-18%	25%[20 µM]	-0.1%	-5.5%
- C=CCN1CC[C@@]2(C)c3cc(O)ccc3CC1[C@@H]2C
  3%	0%	-10%	0%	1.2%	-7%	49%	-0.1%	14%
- COc1ccc2[nH]cc(CCN=C(N)N)c2c1
  3%	-8%	-32%	7%	1.8%	-2%	-12%	0.6%	3.0%
- O=C1NC(=O)N(Cc2cccs2)C(=O)/C1=C/c1ccc(N2CCOCC2)cc1
  12%	-4%	-6%	0%	46%	37%	-2%	0.1%	-11%
- CCN1CCN(Cc2nc3ccc([N+](=O)[O-])cc3c(=O)n2-c2ccccc2F)CC1
  2%	4%	-7%	-2%	-1.8%	-6%	-5%	-0.3%	3.4%
- Cc1cc(NC(=O)COC(=O)c2c(C)nn(Cc3ccccc3)c2C)no1
  -11%	-5%	8%	-2%	1.1%	12%	4%	-0.1%	8.5%
- CCC(=O)N1N=C2C3CCN(CC3)C2C1c1ccccc1 (stereo not drawn)
  2%	6%	5%	-1%	-1.5%	2%	-35%	-0.1%	16%
- CCC(=NCCOc1ccc(Cl)cc1)c1c(O)n(C)c(=O)n(C)c1=O
  -5%	4%	.	2%	2.1%	0%	-35%	0.2%	-0.3%
- CN1CC(C(=O)c2ccc(Cl)cc2)C(c2ccc(Cl)cc2Cl)C1 (stereo not drawn)
  5%	4%	16%	-12%	-3.0%	10%	46%	0.3%	-3.0%
- Cc1ccc(N2C(=O)NC(=O)/C(=C/c3cnn(-c4ccc(C)cc4)c3)C2=O)cc1
  15%	-15%	9%	10%	38%	41%	15%	0.0%	-3.1%
- Cc1nonc1OCCNCCNc1ccc([N+](=O)[O-])c2cccnc12
  3%	3%	-20%	-5%	-1.5%	4%	-34%	0.3%	1.6%
- CCOP(=O)(OCC)C(NC(=O)NC)C(N)=O (stereo not drawn)
  5%	1%	-4%	-2%	-1.2%	46%	.	-0.1%	4.6%
- O=C(Nc1ccc(C(F)(F)F)cc1)c1cccn(Cc2ccc3c(c2)OC(F)(F)O3)c1=O
  22%	11%	60%*	4%	3.0%	-2%	-5%	0.2%	1.0%
- CC(N)C(=O)c1ccco1 (stereo not drawn)
  1%	5%	-12%	-2%	13%	2%	-12%	-0.1%	0.6%
- CCN(CC)C(=O)c1ccc(NC(=O)c2cn(-c3ccccc3)nc2-c2ccc(OC)cc2)cc1
  5%	-9%	4%	2%	1.7%	19%	-8%	-0.1%	1.8%
- CCC12C=CCN3CCC4(c5cc(Br)c(OC)cc5N(C)C4C(O)(C(=O)OC)C1OC(C)=O)C32 (stereo not drawn)
  10%	9%	18%	-4%	-3.2%	-9%	12%	0.0%	0.3%
- CNC(=O)Nc1ccc(C(=O)N/N=C\C23CC[C@@H](O)CC2(O)CC[C@@H]2[C@@H]3CCC3(C)C(C4=CC(=O)OC4)CCC23O)cc1 (stereo partly drawn)
  -7%	11%	-1%	3%	-2.7%	30%	-11%	-0.2%	3.0%
- O=C(c1ccccc1F)c1cn(Cc2ccccc2)c2ccccc12
  22%	0%	.	4%	-3.9%	7%	35%	0.1%	-1.1%
- CCCCn1c(=O)c(C(=O)Nc2nnc(C(C)C)s2)c(O)c2ccccc21
  4%	1%	-32%	-3%	3.5%	19%	-55%[20 µM]	-0.1%	.
- CCCCN1C(=O)/C(=C\c2ccco2)C(=O)N(CCc2ccccc2)C1=O
  -9%	-9%	19%	2%	52%	14%	-28%	0.0%	1.8%
- CC1CCN2c3nc4ccccn4c(=O)c3CC3(C(=O)N(C)C(=O)N(C)C3=O)C2C1 (stereo not drawn)
  5%	10%	-9%	1%	-1.6%	14%	19%	0.2%	-3.1%
- Cc1ccc(NS(=O)(=O)c2ccc(OCC(=O)N3CCN(C)CC3)cc2)cc1
  11%	-6%	-8%	1%	-0.3%	4%	5%	-0.1%	4.4%
- COc1ccccc1-c1nc(C#N)c(N2CCN(c3cccc(Cl)c3)CC2)o1
  -4%	5%	8.7µM*	-1%	0.8%	16%	-77%	-0.3%	7.3%
- Cc1ccc(S(=O)(=O)Nc2cc(C(=O)N3CCC4(CC3)OCCO4)ccc2N2CCCCC2)cc1
  7%	-1%	11%	-4%	-1.8%	-8%	2%	-0.3%	-1.5%
- Cc1ccc(S(=O)(=O)N2CCC(C(=O)N3CCC4(CC3)OCCO4)CC2)cc1
  -1%	2%	-9%	-2%	-0.8%	17%	-37%	-0.2%	3.1%
- O=C(c1ccc(CNS(=O)(=O)c2ccccc2)cc1)N1CCC2(CC1)OCCO2
  -4%	5%	-11%	2%	1.6%	23%	4%	0.4%	1.0%
- O=P(Nc1ccccc1)(Nc1ccccc1)Oc1cccc(Cl)c1
  25%	-6%	-2%	-1%	2.6%	0%	-5%	-0.1%	4.3%
- CC(=O)Nc1cc(C(=O)N2CCC3(CC2)OCCO3)ccc1Sc1ccc(F)cc1
  2%	2%	-20%	-6%	-0.6%	17%	2%	-0.3%	-5.0%
- COCCN(C(=O)CCl)C(C(=O)NC1CCCCC1)c1ccccc1C (stereo not drawn)
  7%	7%	4.7µM*	-1%	1.3%	-5%	15%	-0.2%	4.9%
- COc1ccccc1CCNC1CCC(C)CC1 (stereo not drawn)
  1%	-1%	-14%	-2%	-0.9%	3%	15%	-0.4%	-1.7%
- CN1C(=O)CN=C(c2ccc(Cl)cc2)c2cc(Cl)ccc21
  -4%	-21%	-16%	-4%	0.0%	-5%	-52%	0.1%	4.3%
- O=c1[nH]c(=O)n(-c2cccc3ccccc23)c(O)c1/C=N/N1CCCCCC1
  0%	3%	-14%	16%	-2.3%	-4%	9%	-0.1%	0.3%

8 structures from above, arranged by SMILES length, ascending:
Values run as follows: GPR55 antagonists	GPR35 antagonists	NOD1 inhibition	Siah-1 displacement	HIV peptide binding	AID2073	KOR beta-arrestin-1	GPR55 beta-arrestin	KOR beta-arrestin-2
- O=C(c1ccccc1F)c1cn(Cc2ccccc2)c2ccccc12
  22%	0%	.	4%	-3.9%	7%	35%	0.1%	-1.1%
- COCCN(C(=O)CCl)C(C(=O)NC1CCCCC1)c1ccccc1C (stereo not drawn)
  7%	7%	4.7µM*	-1%	1.3%	-5%	15%	-0.2%	4.9%
- CCCCN1C(=O)/C(=C\c2ccco2)C(=O)N(CCc2ccccc2)C1=O
  -9%	-9%	19%	2%	52%	14%	-28%	0.0%	1.8%
- Cc1ccc(NS(=O)(=O)c2ccc(OCC(=O)N3CCN(C)CC3)cc2)cc1
  11%	-6%	-8%	1%	-0.3%	4%	5%	-0.1%	4.4%
- O=C(c1ccc(CNS(=O)(=O)c2ccccc2)cc1)N1CCC2(CC1)OCCO2
  -4%	5%	-11%	2%	1.6%	23%	4%	0.4%	1.0%
- O=c1[nH]c(=O)n(-c2cccc3ccccc23)c(O)c1/C=N/N1CCCCCC1
  0%	3%	-14%	16%	-2.3%	-4%	9%	-0.1%	0.3%
- CC1CCN2c3nc4ccccn4c(=O)c3CC3(C(=O)N(C)C(=O)N(C)C3=O)C2C1 (stereo not drawn)
  5%	10%	-9%	1%	-1.6%	14%	19%	0.2%	-3.1%
- CCC12C=CCN3CCC4(c5cc(Br)c(OC)cc5N(C)C4C(O)(C(=O)OC)C1OC(C)=O)C32 (stereo not drawn)
  10%	9%	18%	-4%	-3.2%	-9%	12%	0.0%	0.3%

Assay outcomes: PubChem, Sanford-Burnham Center for Chemical Genomics
